mIDH1 inhibitor: human IDH1 R132H inhibition | O75874 | AID 602179 | 0.093% of 390,000 active | IDH1-R132H enzyme, NADPH consumption, diaphorase/resazurin fluorescence | Potency, µM (titrated, usually from 76.6 µM), inactives show at the highest dose activity change, negative = inhibition, actives largely listed as inhibitors; note: potency is the fitted concentration of half-maximal effect; % is set by controls: 0 for no effect and ±100 for the full control effect; nearly all actives have a fitted effect of over 65% in size
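IDH1-R132H (0.5 ug/mL) preincubated 30 min with compound, then NADPH (0.016 mM) and alpha-KG (2 mM) added; 80 min at RT, pH 7.5. Remaining NADPH coupled via diaphorase/resazurin to fluorescence (540/590 nm); concentration-response curves normalized to no-enzyme control.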
USP1-UAF1 inh: blocks the human USP1/UAF1 deubiquitinase complex; Potency, µM (top dose mostly 57.1 µM), inactives show at the top dose activity change, negative = inhibition, actives largely listed as inhibitors; 0.23% of 390,000 active; O94782; recombinant USP1/UAF1, Ub-Rhodamine cleavage fluorescence; note: potency is the fitted concentration of half-maximal effect; % is set by controls: 0 for no effect and ±100 for the full control effect; nearly all actives have a fitted effect of over 60% in size; inactives centre near -12
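Step one: compound is pinned into 1nM USP1/UAF1 in HEPES pH 7.8 buffer with TCEP. Step two: 15 min room-temperature incubation. Step three: Ub-Rho (150nM final) starts cleavage, tracked by fluorescence over six one-minute reads.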
PI4K2A inh: PI4K2A (human) kinase inhibition; purified PI4K2A, ADP-Glo luminescence, 1 h; hits give low values; activity change, negative = inhibition, % at 76.9 µM; 0.13% of 420,000 active; AID 1346378; in the data active = activity change below about -50%; inconclusive = mostly about -30% to -49%;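 note: -100% = wells without enzyme as full effect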
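PI4K2A activity was measured by ADP-Glo luminescence: enzyme (4 ug/mL stock) and phosphatidylinositol (1.2 mM stock) in Tris pH 7.5/MgCl2/EGTA/Triton X-100 buffer were reacted with ATP (300 microM stock) for one hour at ambient temperature.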
RXFP1 ag: agonists of human relaxin receptor RXFP1; 0.3% of 370,000 active; Potency, µM (top dose mostly 57.5 µM), without a hit: at the highest dose activation, usual class: activators; AID 2676; HEK293T-RXFP1 cAMP TR-FRET, 30 min; response scale: percent of porcine relaxin response, buffer zero; Q9HBX9; note: potency is the fitted concentration of half-maximal effect; % is set by controls: 0 for no effect and ±100 for the full control effect; nearly all actives have a fitted effect of over 60% in size; many of its hits are not listed in these tables
Target sequence (Q9HBX9 whole entry, looked up): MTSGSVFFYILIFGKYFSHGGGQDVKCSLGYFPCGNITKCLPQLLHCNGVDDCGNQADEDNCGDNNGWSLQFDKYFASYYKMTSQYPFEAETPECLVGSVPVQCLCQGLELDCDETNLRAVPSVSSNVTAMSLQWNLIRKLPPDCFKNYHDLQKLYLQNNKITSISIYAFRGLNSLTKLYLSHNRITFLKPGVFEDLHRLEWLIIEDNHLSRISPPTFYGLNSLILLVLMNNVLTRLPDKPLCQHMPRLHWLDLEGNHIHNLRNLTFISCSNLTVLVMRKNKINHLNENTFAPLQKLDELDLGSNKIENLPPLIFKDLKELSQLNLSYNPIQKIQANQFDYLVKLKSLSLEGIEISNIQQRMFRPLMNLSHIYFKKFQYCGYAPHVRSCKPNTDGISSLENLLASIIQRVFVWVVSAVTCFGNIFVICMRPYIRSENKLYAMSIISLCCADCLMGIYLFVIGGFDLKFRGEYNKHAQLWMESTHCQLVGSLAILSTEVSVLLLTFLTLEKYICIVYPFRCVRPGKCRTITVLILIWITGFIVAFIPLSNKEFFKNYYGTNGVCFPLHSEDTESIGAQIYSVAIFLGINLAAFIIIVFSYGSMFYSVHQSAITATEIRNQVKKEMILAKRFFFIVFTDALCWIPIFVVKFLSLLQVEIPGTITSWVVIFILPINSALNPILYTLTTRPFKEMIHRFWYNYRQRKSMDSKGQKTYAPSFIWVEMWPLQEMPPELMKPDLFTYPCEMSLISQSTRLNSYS
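Agonist response is measured as cAMP accumulation in an RXFP1-transfected HEK293T line under PDE4 inhibition. Values are scaled between buffer-only and 29 nM porcine relaxin, and EC50s come from standard Hill equation fits.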
Vif-A3F inh: inhibitors of Vif-A3F interaction; AID 602313; Potency, µM (titrated, usually from 46.1 µM), without a hit: top-dose activity, negative = active; HeLa A3F-eYFP + Vif (tagged APOBEC3F with the HIV-1 protein that degrades it), YFP fluorescence increase; 0.2% of 390,000 active; note: potency is the fitted concentration of half-maximal effect; % of control where 0% means no effect; nearly all actives have a fitted effect of over 65% in size
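HeLa cells stably expressing A3F-eYFP plus Vif, plated and incubated overnight at 37 deg C, then exposed to compounds overnight at 37 deg C. Blocked degradation read as raised yellow fluorescence (Ex 488/Em 500-530).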
TrxR1 substrate: is turned over as a substrate by rat TrxR1; O89049; purified TrxR1 substrate turnover, NADPH consumption readout; Potency, µM (top dose mostly 114 µM), inactives show at the top dose activity change, negative = substrate turnover; 0.01% of 390,000 active; AID 588456; note: potency is the fitted concentration of half-maximal effect; % is set by controls: 0 for no effect and ±100 for the full control effect; nearly all actives have a fitted effect of over 50% in size
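Rat TrxR1, dispensed at 90 nM, was prereduced with 400 uM NADPH (final) for 5 min at ~22 deg C, then incubated with compound 15 min before 400 uM selenite. A first-read NADPH fluorescence drop versus no-compound background flagged substrates.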
GRP78 ERSR act: induces the endoplasmic reticulum stress response in human glioma cells; U87-MG GRP78 promoter luciferase reporter, 16 h; Potency, µM, inactives show at the highest dose activation, most hits filed as activators; 0.02% of 420,000 active; AID 602332; note: potency is the fitted concentration of half-maximal effect; series mostly up to about 76 µM; % of control where 0% means no effect; nearly all actives have a fitted effect of over 35% in size
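Stably transfected U87-MG glioma cells carrying a GRP78-based luciferase sensor; 16 h compound incubation. Luminescence end-point read 10 min after Bright-Glo addition at room temperature.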
Vif-APOBEC3G blk: inhibitors of Vif-APOBEC3G interaction; HeLa A3G-eYFP + Vif (tagged APOBEC3G with the HIV-1 protein that degrades it), YFP fluorescence, overnight; Q9HC16; AID 602310; Potency, µM (highest dose often 46.1 µM), for the others: at the highest dose activity, negative = active, actives largely listed as inhibitors; 0.076% of 410,000 active;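 note: potency is the fitted concentration of half-maximal effect; % is set by controls: 0 for no effect and ±100 for the full control effect; nearly all actives have a fitted effect of over 60% in size; hits raise eYFP signal because A3G escapes Vif-driven loss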
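Read-out is eYFP fluorescence (Ex 488/Em 500-530) from Vif-expressing HeLa A3G-eYFP cells; more signal means A3G escaped Vif-mediated degradation. Cells plated overnight, compound pinned in, incubated overnight at 37 deg C.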
LDHA inh: LDHA (human) enzyme inhibition. P00338. purified LDHA, NADH/diaphorase-resazurin fluorescence; hits give low values. activity change, % (values are at about 110 or 230 µM). 0.15% of 480,000 active. AID 1347041; in the data active = activity change below about -30%; inconclusive = mostly about -25% to -30%;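 note: plate controls were DMSO wells for no effect and wells without enzyme for full effect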
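Remaining NADH was detected by diaphorase (0.133 mg/mL) converting 37 µM resazurin to fluorescent resorufin, read at 0 and 20 minutes. The preceding 5-minute room-temperature reaction used 2 nM LDHA, 0.2 mM sodium pyruvate and 0.06 mM NADH at pH 7.4.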
* marks the source's active call; other numbers are inactive results; ? = inconclusive; · = no result given; & = joins results of further samples; [ ] = remark or other dose. Unless noted, calls come from the whole dose curve; as a rule, active = well fitted curve in the direction sought with a large enough effect; inconclusive = small, poorly fitted or top-dose-only effect, or another doubt; inactive = no such curve, though single readings can be large; an effect the other way counts as inactive or inconclusive. This is a subset. The share of hits here may be higher or lower than overall.

SMILES	mIDH1 inhibitor	USP1-UAF1 inh	PI4K2A inh	RXFP1 ag	Vif-A3F inh	TrxR1 substrate	GRP78 ERSR act	Vif-APOBEC3G blk	LDHA inh
O=C(c1cccnc1)c1cccnc1	8%	-13%	2	1.9%	13%	-23%[57.1 µM]	-4%	-1%	-1
O=C1CN(C(=O)COC(=O)c2ccccc2Br)c2ccccc2N1	-2%	-7%	-3	2.9%	-4%	2%	-2%	0%	-5
CN=C1NN=C(c2cc(C)n(-c3c(C)n(C)n(-c4ccccc4)c3=O)c2C)CS1	12%	-10%	-3	-6.9%	5%	1%	-2%	-7%	7
CC(C)NC(=O)C1(C)CCN1Cc1ccc(Cl)cc1 (configuration not stated)	·	·	5	·	·	·	-1%	-2%	-2
CCCN1C(=O)c2[nH]nc(-c3ccc(OC)cc3)c2C1c1ccccn1 (configuration not stated)	15%	11%	-2	1.6%	0%	-2%	-2%	-8%	-1
CCOC(=O)c1cn2nc(Oc3cccc(F)c3)ccc2n1	1%	-11%	3	7.8%	1%	45%[activator]	0%	-1%	-10
Cc1ccc(-n2cccc2/C=N/n2cnnc2)cc1Cl	4%	-15%	1	-0.8%	0%	6%[57.1 µM]	-4%	-4%	-1
Cc1ccc(N2CC(C(=O)Nc3cc(S(=O)(=O)N4CCCCC4)ccc3C)CC2=O)cc1 (configuration not stated)	-4%	-8%	-3	·	-3%	·	-3%	-1%	-2
COc1ccccc1C1NC=C([N+](=O)[O-])C=C1[N+](=O)[O-] (configuration not stated)	-6%	-21%	-3	0.1%	?	-1%[57.1 µM]	-1%	-19%	3
Nc1c(N(CCC2=CCCCC2)C(=O)c2ccco2)c(=O)[nH]c(=O)n1Cc1ccccc1	2%	-20%	3	0.7%	-5%	-1%	-4%	1%	3
Clc1ccc(CSc2nnc([C@@H]3CCCN3)o2)cc1	8%	-18%	2	0.9%	-6%	7%	-2%	1%	-2
O=C(Cc1cccs1)Nc1cc(SCCO)cc([N+](=O)[O-])c1	3%	-13%	1	3.5%	-1%	-3%	-1%	-4%	1
Cc1ccc(O)c(C(CC(=O)NCc2cccnc2)c2ccccc2)c1 (configuration not stated)	5%	-14%	-1	-2.0%	8%	12%[57.1 µM]	-4%	-2%	-1
O=C(OCn1nnc2ccccc2c1=O)c1cccs1	1%	-13%	6	2.4%	1%	2%[57.1 µM]	0%	5%	-1
Nc1nonc1NN=C1CCCCC1	-5%	0%	-2	1.6%	-4%	2%	3%	-3%	-1
Cc1ccc(NC(=S)N(CCN2CCCCC2)Cc2ccco2)cc1Cl	9%	-5%	7	-0.4%	?	6%[57.1 µM]	-2%	-1%	-6
O=C(CCCSc1nc2ccccc2[nH]1)NCc1ccc(Cl)cc1	4%	-19%	3	0.2%	11%	-2%	0%	6%	-2
Cc1sc2nc(CSc3ccccc3)nc(N3CCN(C)CC3)c2c1C	7%	-3%	-3	2.4%	1%	-6%	-7%	-9%	5
CC(CN1CCCCC1)NC(=O)c1cccs1 (configuration not stated)	-8%	-13%	-3	0.1%	-10%	-4%	-3%	2%	-11
COc1ccc(CNC(=O)[C@H](Cc2c[nH]c3ccccc23)NC(=O)[C@@H]2Cc3ccccc3CN2)cc1	-3%	-7%	-8	0.2%	9%	1%[57.1 µM]	-3%	-5%	-1

A section from the list above, as a working copy:
SMILES	mIDH1 inhibitor	USP1-UAF1 inh	PI4K2A inh	RXFP1 ag	Vif-A3F inh	TrxR1 substrate	GRP78 ERSR act	Vif-APOBEC3G blk	LDHA inh
O=C(OCn1nnc2ccccc2c1=O)c1cccs1	1%	-13%	6	2.4%	1%	2%[57.1 µM]	0%	5%	-1
Nc1nonc1NN=C1CCCCC1	-5%	0%	-2	1.6%	-4%	2%	3%	-3%	-1
Cc1ccc(NC(=S)N(CCN2CCCCC2)Cc2ccco2)cc1Cl	9%	-5%	7	-0.4%	?	6%[57.1 µM]	-2%	-1%	-6
O=C(CCCSc1nc2ccccc2[nH]1)NCc1ccc(Cl)cc1	4%	-19%	3	0.2%	11%	-2%	0%	6%	-2
Cc1sc2nc(CSc3ccccc3)nc(N3CCN(C)CC3)c2c1C	7%	-3%	-3	2.4%	1%	-6%	-7%	-9%	5
CC(CN1CCCCC1)NC(=O)c1cccs1 (configuration not stated)	-8%	-13%	-3	0.1%	-10%	-4%	-3%	2%	-11

Carrying on:
SMILES	mIDH1 inhibitor	USP1-UAF1 inh	PI4K2A inh	RXFP1 ag	Vif-A3F inh	TrxR1 substrate	GRP78 ERSR act	Vif-APOBEC3G blk	LDHA inh
CN(Cc1ccccc1)C(=O)c1cccc(NC(=O)Cc2ccc(NC(=O)C3CCCN(C(=O)CCc4ccccc4)C3)cc2)c1 (configuration not stated)	-8%[38.3 µM]	-26%	0	·	-2%	3%	2%	-9%	0
O=C(Nc1ccccc1)C1CCCN1S(=O)(=O)c1ccc(Br)cc1 (configuration not stated)	23%	-11%	7	0.0%	4%	-8%	-7%	-4%	-2
COc1ccc(/C=N/NC(=O)CNc2c(Br)cc(C)cc2Br)c(C(=O)O)c1OC	-7%	-13%	-4	-3.1%	-3%	3%[57.1 µM]	-3%	-1%	-9
NS(=O)(=O)c1ccc(CCNC(=O)NC23CC4CC(CC(C4)C2)C3)cc1	7%	-20%	-1	-0.3%	3%	8%	-5%	-5%	0
CC[C@]1(O)C[C@H]2CN(CCc3c([nH]c4ccccc34)[C@@](C(=O)OC)(c3cc4c(cc3OC)N(C=O)[C@H]3[C@@](O)(C(=O)OC)[C@H](OC(C)=O)[C@]5(CC)C=CCN6CC[C@]43[C@@H]65)C2)C1	·	·	2	·	·	1%	-4%&-6%	-43%	0
CNS(=O)(=O)c1cccc(C(=O)OCC(=O)Nc2ccc(Cl)cn2)c1	6%	-5%	-3	0.7%	6%	1%	1%	2%	-15
CCCCN(C)C(=O)c1ccc2c(c1)N(Cc1ccc(F)cc1)C(=O)c1ccccc1S2(=O)=O	·	-8%	-7	-1.3%	·	-15%	·	·	-9
COc1ccc(C(C(=O)Nc2ccc3c(c2)OCO3)N(C)C(=O)Cc2c[nH]c3ccccc23)cc1 (configuration not stated)	0%	-8%	7	0.7%	-1%	2%[57.1 µM]	-4%	-9%	3
COc1cccc(N2CCN(C(=S)Nc3cc(C)cc(C)c3)CC2)c1	3%	-5%	3	0.3%	-3%	2%[57.1 µM]	-5%	-27%	-5
COc1cc(C(=O)NC(=S)Nc2ccc(NC(=O)c3ccco3)cc2)cc(OC)c1OC	4%	-1%	-1	2.7%	-17%	-4%	-4%	-10%	-1
COC(=O)c1ccc(/C=C(\C#N)C(=O)NC(C)c2ccccc2)cc1 (configuration not stated)	-10%	-13%	19	3.0%	-3%	-17%	?	-10%	-12
CCOc1ccc(OCC)c(NC(=O)C2CCCN(S(=O)(=O)c3cccs3)C2)c1 (configuration not stated)	1%	-23%	0	2.3%	3%	7%[57.1 µM]	-4%	-6%	-2
Cc1ccc(C(=O)COC(=O)CNC(=O)Cc2ccccc2)cc1	2%	-15%	2	0.9%	-5%	-12%	-4%	1%	2
CCn1c(N)c(C(=O)Nc2ccccc2C(=O)OC)sc1=S	0%	-20%	1	5.9%	1%	-4%	-5%	-5%	-1
O=C1c2ccccc2C(=O)N1CCc1nc(-c2ccccn2)no1	6%	-6%	0	0.0%	-3%	2%	2%	-2%	8
Cc1cccc(Cn2c(SCc3ccc(C(=O)NCc4cccs4)cc3)nc3cccnc32)c1	1%	-5%	-3	-0.6%	-8%	2%	-3%	-14%	-10
COc1cccc(NC(=O)Nc2ccccc2Br)c1	-2%	-22%	0	-1.1%	-8%	0%	3%	-3%	-8
COc1ccc(S(=O)(=O)NC(=O)C2(C)CCN2C(=O)C2(c3ccc(Cl)cc3)CCC2)cc1 (configuration not stated)	·	·	-2	·	·	·	-3%	1%	-1
COc1cccc(CNCCSc2nnnn2C)c1OCc1ccc(Cl)cc1Cl	5%	-19%	-6	0.6%	-1%	11%	-2%	0%	1
Cc1cc(=O)nc2c3ccccc3n(C(C)C(=O)Nc3c(F)c(F)c(F)c(F)c3F)n12 (configuration not stated)	6%	-17%	20	18%	5%	19%	-5%	1%	-2
CCCCCCN1C[C@H](O)[C@@H](n2cc(C3CC3)nn2)C[C@@H]1c1ccc(Cl)cc1	0%	-18%	-2	·	-1%	·	-1%	3%	2
O=C(CCOc1ccccc1)NNC(=O)c1ccccc1	-1%	3%	-7	·	4%	6%[57.1 µM]	-5%	1%	-10
COc1ccc(Nc2nc(NCc3ccco3)nc(N/N=C/c3ccc(O)cc3)n2)cc1	3%	-17%	-4	-6.5%	0%	-11%	-2%	-14%	0

Source: PubChem BioAssay
